# Compound activity from PubChem.
# NOD2 inhibition = inhibition of NOD2-driven NF-kB reporter – cell-based, luminescence, uHTS, HEK293 (AID 1566) | HEK293 NOD2/NF-kB luciferase reporter, luminescence; higher % means a stronger effect | 290,000 tested, 0.63% active | inhibition, % at 4 µM, or EC50 in µM where a hit was titrated; further: many of its hits are not listed in these tables
# KOR beta-arrestin-1 = kappa opioid receptor activators – cell-based, luminescence, uHTS, primary screen (AID 1777). one-dose activation, % at 10 µM; EC50 in µM for titrated hits. 280,000 tested, 0.02% active. KOR beta-arrestin recruitment, luminescence; higher % means a stronger effect; in the data active means activation above about 50%, passing the limit was not always enough; further: a part of the inactive calls stands beside numbers as strong as those of hits
# KOR beta-arrestin-2 = kappa opioid receptor blockers – cell-based, luminescence, uHTS (AID 1778). 290,000 tested, 0.091% active. KOR beta-arrestin recruitment, luminescence, antagonist mode; higher % means a stronger effect. inhibition, % at 10 µM, or IC50 in µM where a hit was titrated; further: strong numbers were not always called active
# GPR55 antagonists = inhibition of LPI-stimulated GPR55 beta-arrestin translocation – imaging, U2OS, beta-arrestin-GFP, LPI agonist, primary screen (AID 2013); U2OS GPR55 beta-arrestin-GFP translocation imaging, LPI antagonism; higher % means a stronger effect; inhibition, % at 10 µM, or IC50 in µM where a hit was titrated; 290,000 tested, 0.13% active;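 active means spots per cell inhibited over 60%, with over 100 cells counted and total cytoplasm intensity under 500,000; inconclusive means wells with under 100 cells, flagged as likely toxic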;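 further: U2OS cells stably carrying GPR55 and arrestin-GFP stimulated by 5 µM LPI near EC80; imaged beta-arrestin-GFP aggregate spots per cell after agonist stimulation; plate controls were LPI-stimulated DMSO wells for no effect and DMSO wells without LPI for full effect; some results filed as inactive read as strong as hits; confirmed hits need IC50 under 10 µM and bright autofluorescent wells are also inconclusive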
# GPR55 beta-arrestin = GPR55 agonists via beta-arrestin recruitment, primary screen, imaging, U2OS cells, beta-arrestin-GFP redistribution (AID 1961); U2OS GPR55 beta-arrestin-GFP redistribution imaging; higher % means a stronger effect; activation, % at 10 µM; hits with a dose series show EC50 in µM; 290,000 tested, 0.048% active;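 active means activation above 40% with more than 50 cells counted in the well; inconclusive means wells holding fewer than 50 cells, flagged as toxic or sparse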;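 further: U2OS osteosarcoma cells stably expressing GPR55 and beta-arrestin-GFP; plate controls were DMSO negative control for no effect and LPI positive control for full effect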
# Myeloid diff 2 = promotes myeloid progenitor differentiation. ER-HoxA9 myeloid progenitors, lysozyme-GFP differentiation, flow cytometry. calls only at 10 µM. 360,000 tested, 1% active. AID 624256;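 active means normalized GFP-positive differentiation at or above the plate's own cutoff, the solvent-only control mean plus 3 SD; inconclusive means no clear call, values can overlap the other calls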;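 further: cells exposed to compound for four days before flow analysis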
# GPR35 antagonists = GPR35 antagonists blocking zaprinast-driven arrestin recruitment, primary screen, imaging, U2OS, beta-arrestin-GFP, zaprinast agonist (AID 2058) | U2OS GPR35 beta-arrestin-GFP translocation imaging, zaprinast antagonism; higher % means a stronger effect | 290,000 tested, 0.052% active | inhibition, % at 10 µM, or IC50 in µM where a hit was titrated;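 active means inhibition of at least 50% with at least 30 cells and total cytoplasm GFP at most 10,000,000; inconclusive means under 30 cells or total GFP of 10,000,000 plus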
# HIV fusion peptide = cell-free HIV fusion peptide-binding blockers – biochemical, uHTS, fluorescence dequenching, primary screen (AID 1986); 290,000 tested, 0.3% active; inhibition, % at 20 µM; hits with a dose series show IC50 in µM; cell-free peptide binding, fluorescence dequenching, 30 min; higher % means a stronger effect; in the data active means inhibition mostly above about 52%, no sharp cut-off; inactive means mostly below about 76%; further: some results filed as inactive read as strong as hits
# NOD1 inhibition = NOD1 signaling inhibitors, primary screen, cell-based, luminescence, uHTS (AID 1578); 290,000 tested, 1% active; NOD1-driven NF-kB luciferase reporter cells, luminescence; higher % means a stronger effect; inhibition, % at 4 µM, or EC50 in µM where a hit was titrated; in the data active means inhibition mostly above about 36%, no sharp cut-off; inactive means mostly below about 34%;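 further: HEK-293T reporter cells stimulated with the NOD1 agonist gamma-tri-DAP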
# Myeloid diff 2 GFP+ MAC1+ % = further read-out of Myeloid diff 2, marked with its call; GFP+ MAC1+ double positive, %; measured here: differentiation confirmed by MAC1 staining
# Numbers without * were called inactive; i = inactive; ? = inconclusive; / = no result given; [ ] = another dose, or the depositor's remark. Unless noted, no stated cut-off is given here; in the data, active means inhibition above about 50%; inactive means the rest.
compound	NOD2 inhibition	KOR beta-arrestin-1	KOR beta-arrestin-2	GPR55 antagonists	GPR55 beta-arrestin	Myeloid diff 2	Myeloid diff 2 GFP+ MAC1+ %	GPR35 antagonists	HIV fusion peptide	NOD1 inhibition
CCOC(=O)c1nc2sc3c(c2c(=O)[nH]1)CCC(C)C3 (stereo unspecified)	46%	1.1%	-19%	2%	-0.1%	i	0.4	-10%	-0.8%	-1%
CC(C)N(CCNCC(O)COc1ccc(C(C)(C)c2ccccc2)cc1)C(C)C (stereo unspecified)	-5%	-1.5%	29%	14%	0.1%	i	0.5	-3%	-0.7%	-9%
Cc1ccccc1S(=O)c1ccccc1C(=O)O (stereo unspecified)	13%	-0.1%	18%	13%	0.4%	i	0.9	-18%	-0.7%	-5%
CCC1(c2ccc(Cl)cc2)NC(=S)N(c2ccccc2)N1 (stereo unspecified)	-81%	-2.9%	20%	4%	-0.1%	i	0.4	4%	0.4%	-41%
CCOC(=O)c1sc(N)c(C(=O)Nc2ccccc2OC)c1C	19%	-3.2%	-24%	-8%	0.1%	?	/	4%	0.4%	-13%
O=C(CCCNS(=O)(=O)c1ccc(F)cc1)Nc1ccc(F)cc1	0%	-1.4%	-2%	0%	0.0%	i	0.5	1%	-1.6%	-10%
N#CCCn1cc(C(=O)Nc2ccc(C(=O)O)cc2)c(-c2ccc([N+](=O)[O-])cc2)n1	3%	-4.0%	-15%	2%	-0.6%	i	0.1	-13%	-1.2%	-24%
Cc1ccc(C(=O)OCC(=O)Nc2ccccc2)cc1NC(=O)c1ccco1	-16%	0.7%	11%	3%	-0.2%	i	1.9	-7%	1.4%	-16%
CCOC(=O)C1=C(C)Nc2nc(C)nn2C1c1ccc(C)cc1 (stereo unspecified)	2%	1.2%	3%	-2%	-0.2%	i	3.2	-7%	4.0%	-33%
COc1ccc(-c2nnc(-c3ccc(Br)o3)o2)cc1OC	-32%	-0.6%	-20%	7%	-0.2%	i	1.3	-7%	-1.0%	-96%
N#C/C(=N\Nc1ccc(Cl)cc1)C(=O)c1ccsc1	34%	5.2%	-24%	6%	-0.1%	i	0.2	-2%	27%	76%*
C=CCN(Cc1cc(OC)ccc1OC)S(=O)(=O)N(C)C	-10%	-8.5%	32%	8%	-0.2%	i	1.1	-10%	-2.2%	3%

# Brought forward from above: 2 entries, then new ones.
compound	NOD2 inhibition	KOR beta-arrestin-1	KOR beta-arrestin-2	GPR55 antagonists	GPR55 beta-arrestin	Myeloid diff 2	Myeloid diff 2 GFP+ MAC1+ %	GPR35 antagonists	HIV fusion peptide	NOD1 inhibition
N#C/C(=N\Nc1ccc(Cl)cc1)C(=O)c1ccsc1	34%	5.2%	-24%	6%	-0.1%	i	0.2	-2%	27%	76%*
C=CCN(Cc1cc(OC)ccc1OC)S(=O)(=O)N(C)C	-10%	-8.5%	32%	8%	-0.2%	i	1.1	-10%	-2.2%	3%
CCc1noc(C)c1C(=O)Nc1ccc(C(F)(F)F)cc1	12%	-3.2%	1%	2%	-0.1%	i	5.5	-10%	-0.3%	-13%
COc1ccc(OC)c(NC(=O)N[C@H](Cc2ccccc2)C(=O)NN)c1	17%	1.5%	-26%	7%	-0.2%	i	0.1	8%	0.4%	0%
CC1CCCN(C(=O)CN2CCC(c3nc4ccc(Cl)cc4[nH]3)CC2)C1 (stereo unspecified)	-4%	2.1%	-20%	0%	0.0%	i	0.4	-11%	-0.6%	-10%
COCCN1C(=O)C(O)=C(C(C)=O)C1c1ccc(F)cc1 (stereo unspecified)	14%	1.6%	-7%	-1%	-0.3%	i	0.3	-2%	-1.7%	3%
COc1cc2c(cc1OC)CN(C(=O)c1ccc(S(=O)(=O)N(C)c3ccccc3)cc1)CC2	4%	-4.2%	9%	-9%	0.2%	i	0.1	3%	1.7%	-11%
COCC(C)n1c(C)cc(C(=O)COC(=O)c2ccc(N3CCCC3=O)cc2)c1C (stereo unspecified)	17%	-2.0%	0%	-3%	0.2%	i	1.0	2%	-0.7%	-7%
CCc1nc2ccccc2c(C(=O)Nc2ccc(C)cc2)c1C	1%	-2.1%	-33%[20 µM]	9%	-0.2%	i	0.4	9%	-1.5%	-6%
CC1CCc2sc(C(=O)N3CCN(c4ncccn4)CC3)cc2C1 (stereo unspecified)	10%	8.6%	-28%	5%	-0.1%	i	0.0	-12%	0.7%	-29%
CCOc1ccccc1NC(=O)CCN1CCN(S(=O)(=O)c2ccc(Br)cc2)CC1	-2%	-1.3%	6%	4%	-0.1%	i	1.2	14%	-2.2%	-11%
CC(=O)C1=C(C)NC(SCC(=O)c2ccc(F)cc2)=C(C#N)C1c1ccco1 (stereo unspecified)	-3%	-0.8%	-4%	17%	-0.1%	i	1.6	-12%	-3.9%	-26%
O=C(CSc1nc2ccccc2c(=O)n1-c1ccc(F)cc1)Nc1ccc(N2CCOCC2)cc1	13%	-3.2%	27%	6%	-0.1%	i	0.7	-2%	1.3%	-13%
O=c1cc2c(nn1Cc1ccc(F)cc1)-c1ccccc1CC2	28%	-2.4%	-20%	-5%	-0.2%	i	0.5	4%	-0.7%	-29%
CCOC(=O)C1=C(c2ccccc2)NC(=O)NC1c1ccc(O)c(Cl)c1 (stereo unspecified)	1%	17%	-102%	31%	-0.2%	i	0.6	8%	-1.3%	26%
CCOC(=O)Cc1csc(NC(=O)CSc2nnc(-n3nc(C)cc3C)c3ccccc23)n1	6%	-0.9%	10%	8%	-0.4%	i	6.9	-3%	-0.8%	0%
COc1ccc2[nH]c(=O)c(C(c3nnnn3C3CCCC3)N3CCN(Cc4ccc5c(c4)OCO5)CC3)cc2c1 (stereo unspecified)	-11%	2.1%	-43%	-3%	0.3%	i	0.7	-7%	-1.5%	-4%
O=C(Cn1nc(-c2ccccc2)ccc1=O)NCc1ccc(F)cc1	-6%	-4.2%	6%	10%	-0.3%	i	0.4	-14%	-0.1%	-11%
COc1ccc(NC(=O)c2sccc2OS(=O)(=O)N(C)C)cc1	5%	-2.1%	-34%	6%	0.1%	i	0.7	0%	0.2%	-33%
O=C(Cc1ccc(F)cc1)Nc1ccc(F)c([N+](=O)[O-])c1	12%	-0.2%	16%	28%	-0.1%	i	0.2	19%	-1.5%	/
CCOC(=O)c1cc2n(c1/N=C/N(C)C)-c1ccccc1C2=O	9%	0.8%	-14%	15%	-0.1%	i	0.7	16%	-0.6%	3%
CCOC(=O)c1c(C)oc2cc(Br)c(OC)cc12	8%	-6.9%	30%	-14%	0.1%	i	1.0	2%	-1.1%	-23%
CCOC(=O)CCNCc1ccc(OC)c(OC)c1	6%	8.5%	-9%	-1%	0.5%	i	0.6	-10%	-1.4%	-1%
COc1ccc(CCNC(=O)CNCC2CCCO2)cc1OC (stereo unspecified)	-6%	-0.7%	-11%	14%	-0.1%	i	2.3	-4%	0.2%	5%
COc1ccc(NC(C)=O)cc1NC(C)C(=O)Nc1ccccc1F (stereo unspecified)	4%	7.5%	17%	2%	-0.1%	i	0.2	-1%	-1.6%	10%
COc1ccc(CC(=O)N/N=C/c2cc([N+](=O)[O-])cc(Br)c2O)cc1	37%	-11%	19%	22%	-0.1%	i	0.8	0%	25%	-3%

# 4 of the entries above in order of the NOD1 inhibition value, highest first.
Compound	NOD1 inhibition
COc1ccc(NC(C)=O)cc1NC(C)C(=O)Nc1ccccc1F (stereo unspecified)	10%
CCOC(=O)CCNCc1ccc(OC)c(OC)c1	-1%
O=C(Cn1nc(-c2ccccc2)ccc1=O)NCc1ccc(F)cc1	-11%
CCOC(=O)c1c(C)oc2cc(Br)c(OC)cc12	-23%

# The listing continues:
compound	NOD2 inhibition	KOR beta-arrestin-1	KOR beta-arrestin-2	GPR55 antagonists	GPR55 beta-arrestin	Myeloid diff 2	Myeloid diff 2 GFP+ MAC1+ %	GPR35 antagonists	HIV fusion peptide	NOD1 inhibition
COc1ccc(/C(=N\O)c2nccc3cc(OC)c(OC)cc23)cc1OC	-1%	-4.6%	23%	-4%	0.1%	i	0.3	16%	2.7%	-33%
CCOC(=O)c1cc(-c2ccc(Cl)cc2)nc2c1c(=O)[nH]c(=O)n2CCOC	12%	-1.5%	-26%	12%	0.2%	i	0.6	-8%	0.5%	-4%
C=Cc1ccc(Cn2nc(-c3ccc(C)cc3)ccc2=O)cc1	46%	-4.6%	10%	2%	-0.3%	/	/	-5%	-1.1%	0%
COc1ccc(N2CCN(c3nc4c(c(=O)n(C)c(=O)n4C)n3CCCc3ccccc3)CC2)cc1	-2%	-3.3%	-17%	1%	-0.2%	i	0.7	12%	-0.1%	-24%
CC1(C)Oc2ccc(/C=C/C(=O)N3CCOCC3)c(O)c2C(N2CCOCC2)C1O (stereo unspecified)	14%	3.6%	-20%	-1%	0.1%	/	/	0%	-1.3%	-12%
Cc1sc(Nc2ccc([N+](=O)[O-])cc2)nc1-c1c(C)n(C)n(-c2ccccc2)c1=O	9%	-2.3%	-4%	18%	-0.1%	i	0.0	16%	0.3%	-3%
NNC(=O)c1cc(C23CC4CC(CC(C4)C2)C3)[nH]n1	9%	-2.3%	4%	-17%	-0.1%	i	1.0	-3%	-1.9%	-1%
O=C(Nc1ccc(Oc2ccc(Cl)cc2)cc1)c1ncn[nH]1	9%	1.8%	4%	-5%	0.2%	i	1.0	-16%	0.3%	-12%
COc1cc(Br)cc(C2C3=C(CCCC3=O)N(c3ccc(F)cc3)C3=C2C(=O)CCC3)c1O	19%	1.2%	-14%	-3%	-0.2%	i	0.3	-10%	-2.1%	-30%
CC(=O)c1ccc(Nc2nc(-c3cccnc3)cs2)cc1	-39%	-6.2%	-2%	-12%	0.3%	i	0.0	-2%	1.1%	-32%
Nc1nnnn1/N=C/C(Br)=C/c1ccccc1	-5%	1.0%	-1%	-1%	-0.1%	/	/	0%	-2.8%	96%*
NC(=NC(=O)c1cccc(C(F)(F)F)c1)c1ccc(C(F)(F)F)cn1	19%	5.4%	9%	-16%	0.2%	i	0.3	14%	-1.2%	9%
C=CCC(CC)C(=O)NC(=O)N1CCCc2ccccc21 (stereo unspecified)	6%	0.8%	3%	7%	0.0%	i	0.6	10%	2.4%	-2%
Clc1ccc(-c2nnc(SCc3nc4ccccc4[nH]3)o2)c(Cl)c1	11%	4.4%	-40%	14%	-0.2%	i	0.5	11%	-1.3%	-16%

# Not all compounds are listed. The share of hits here may be higher or lower than overall.
